Rev-erbA mod: Rev-erb alpha (human) modulation. P20393. Rev-erbα–FITC-DNA binding, fluorescence polarization, 90 min. activity, % at 10 µM. 370,000 tested, 0.79% active. AID 1259318;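 active = activity above about 14%, limit read from the data; passing the limit was not always enough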;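 note: 0% = DMSO wells with 35 nM protein and 100% = DMSO wells with 750 nM protein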
PG9 binder: PG9 antibody binding by small molecule. TR-FRET gp120-PG9 antibody binding. inhibition, % at 6.7 µM. 360,000 tested, 0.43% active; in the data active = inhibition above about 8.5%
UHRF1 binding: human UHRF1 methylated DNA binding inhibitors | Q96T88 | UHRF1 binding to methylated oligo, TR-FRET | inhibition, % at 4.4 µM | 370,000 tested, 0.75% active; in the data active = inhibition above about 21%;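 note: UHRF1 SRA domain binding a hemimethylated CpG hairpin DNA probe; 0% = median of test compound wells and 100% = reference inhibitor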
rCAG RNA binder: binds r(CAG) RNA repeats. r(CAG) RNA repeat, TO-PRO-1 dye displacement fluorescence. inhibition, % at 3 µM. 370,000 tested, 1.3% active. AID 651821;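 active = inhibition above the plate cutoff, the mean of all test compounds on that plate plus 3 SD, cut at about 35% in these data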;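 note: 0% = DMSO alone and 100% = 100 µM mitoxantrone as full dye displacement; higher means more dye released from RNA so lower well fluorescence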
LEDGF integ inh: blocks HIV-1 LEDGF/p75-dependent DNA integration; 370,000 tested, 0.64% active; inhibition, % at 3.7 µM; AID 743269; TR-FRET IN-LEDGF/p75 DNA integration, Eu/Cy5;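 active = inhibition above the screen-wide mean plus 3 SD, cut at about 13% in these data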;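 note: signal is the Cy5 over europium emission ratio at 671 and 618 nm; 0% = plate median of compound wells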
TCR-CD3 inh: human TCR-CD3 binding inhibition; TAMRA-labeled TCR probe fluorescence, biochemical; inhibition, % at 9.4 µM; 360,000 tested, 0.37% active; in the data active = inhibition above about 19%;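 note: recombinant mutant TCR 2C K166C tagged with TAMRA read by polarization; 0% = receptor in buffer alone and 100% = receptor with positive control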
mABHD4 FP: inhibits mouse alpha/beta hydrolase domain 4 | purified mABHD4, FP-Rh probe fluorescence polarization | inhibition, % at 8.92 µM | 370,000 tested, 0.54% active | AID 720543;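 active = inhibition exceeding the mean over every tested compound plus 3 SD, cut at about 30% in these data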;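 note: 0% = plate median of compound wells and 100% = S159A mutant with DMSO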
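Assay system: mouse ABHD4 enzyme, wild type / Also added: fluorescent activity-based probe FP-Rh / Doses: single nominal dose of 8.92 µM, 0.89% DMSO final / Timing: 45 min compound pre-incubation plus 60 min probe step, 25 °C / Signal: FP readout, ex 525 nm / em 598 nm / Control set: S159A mutant/DMSO as 100%, compound-well median as 0%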
PRMT1 FP inh: PRMT1 (human) inhibition, primary screen; AID 652257; Q99873; inhibition, % at 2.79 µM; recombinant PRMT1, activity-based probe fluorescence polarization; 370,000 tested, 1.3% active;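 active = inhibition above about 21% made by adding two undisclosed values, limit read from the data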
MBD2 inh: inhibitors of human MBD2 binding to methylated oligonucleotide; Q9UBB5; 370,000 tested, 0.31% active; inhibition, % at 4.4 µM; TR-FRET; in the data active = inhibition above about 13%
HTRA1 inhibitor: HTRA1 (human) protease inhibition; AID 504803; inhibition, % at 5.96 µM; recombinant HTRA1, FP-rhodamine activity-based probe, fluorescence polarization; 340,000 tested, 0.5% active; in the data active = inhibition above about 36%;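 note: 0% = enzyme with DMSO and 100% = wells lacking enzyme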
Target sequence (Q92743 whole entry, looked up): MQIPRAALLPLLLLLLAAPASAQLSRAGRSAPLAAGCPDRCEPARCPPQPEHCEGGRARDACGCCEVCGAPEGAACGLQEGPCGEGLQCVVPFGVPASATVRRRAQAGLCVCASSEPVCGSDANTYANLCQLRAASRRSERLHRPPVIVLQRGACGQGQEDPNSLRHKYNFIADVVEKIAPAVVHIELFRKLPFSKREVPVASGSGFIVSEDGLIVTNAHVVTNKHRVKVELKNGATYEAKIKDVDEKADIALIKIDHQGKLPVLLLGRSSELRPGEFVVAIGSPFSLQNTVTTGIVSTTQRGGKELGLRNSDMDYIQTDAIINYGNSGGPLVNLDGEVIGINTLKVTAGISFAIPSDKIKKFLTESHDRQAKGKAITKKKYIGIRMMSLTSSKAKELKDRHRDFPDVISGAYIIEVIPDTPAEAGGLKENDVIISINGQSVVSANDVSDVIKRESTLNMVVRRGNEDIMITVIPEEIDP
Starred values were filed as active, the others as inactive; · = no result given.

[1] Cc1cc(C)n(Cc2ccc(C(=O)Nc3cccc(Br)c3)o2)n1
[2] CCN(CC)CCCNc1nc(C)cc(COC)c1C#N
[3] C/C(Cl)=C\Cn1c(O)c(N=NC(N)=S)c2cc(Br)ccc21
[4] O=C(CCNC(=O)C1CCN(S(=O)(=O)c2ccccc2)CC1)NCc1cccc(C(F)(F)F)c1
[5] Cc1cccc2nc(CSc3ccccc3C(=O)O)cn12
[6] O=C(Cn1cncn1)N/N=C/c1cccc2ccccc12
[7] Cc1ccc(NC(=O)CCNS(=O)(=O)c2ccc3c(c2)oc(=O)n3C)cc1C
[8] Cc1ccc2c(c1)cc(CN(Cc1cccs1)C(=O)c1ccco1)c1nnnn12
compound no.	1	2	3	4	5	6	7	8
Rev-erbA mod	5	-5	4	-1	-4	-6	0	-5
PG9 binder	-0.7	0.0	-0.9	0.2	-3.2	-2.9	-1.6	-1.8
UHRF1 binding	-3	1	3	0	2	-6	-2	-2
rCAG RNA binder	4	0	6	-5	1	0	5	3
LEDGF integ inh	0	2	-6	1	-2	1	4	-2
TCR-CD3 inh	-2	4	-2	8	-1	5	0	10
mABHD4 FP	-6	0	-2	-3	-5	-4	4	3
PRMT1 FP inh	-3	0	1	-2	1	3	-1	-1
MBD2 inh	-3	2	-10	3	-5	-4	-7	1
HTRA1 inhibitor	-22	-3	6	4	4	3	11	0

Values by screen from the entries so far:
Entries 1–8 in HTRA1 inhibitor: -22, -3, 6, 4, 4, 3, 11, 0
Entries 1–8 in UHRF1 binding: -3, 1, 3, 0, 2, -6, -2, -2

Next part:
[9] O=C1OCC/C1=C\OCCCO/C=C1\CCOC1=O
[10] N=c1sccn1CC(=O)Nc1cccc(S(N)(=O)=O)c1
[11] CCOC(=O)C1(C)CCCCN1C(=O)c1ccccc1OC (stereo not given)
[12] CCOC(=O)c1cc(C)n(-c2c(C)n(C)n(-c3ccccc3)c2=O)c1C
[13] COCCN1CCC(CNCc2c(C(=O)N3CCCCC3)nc3c(C)cccn23)C1 (stereo not given)
[14] O=C(Cn1c(=O)oc2ccccc21)Nc1n[nH]c(=S)s1
[15] CCN(c1ccccc1)S(=O)(=O)c1ccc(Cl)c(C(=O)N2CCCC2)c1
[16] CCOC(=O)N1CCN(CC(O)c2c[nH]c3ccccc23)CC1 (stereo not given)
compound no.	9	10	11	12	13	14	15	16
Rev-erbA mod	-1	9	1	1	1	-2	2	-4
PG9 binder	-1.2	-0.5	2.1	-0.3	-0.3	1.6	-1.3	0.7
UHRF1 binding	-2	1	0	-2	2	1	1	-2
rCAG RNA binder	-4	0	0	0	-8	6	-3	-3
LEDGF integ inh	-2	4	5	-2	-4	-7	0	-2
TCR-CD3 inh	0	1	6	-7	2	-4	4	5
mABHD4 FP	3	-2	0	-1	-2	0	-5	5
PRMT1 FP inh	-2	2	-3	-2	5	21	-1	-2
MBD2 inh	-2	2	4	2	3	-1	1	3
HTRA1 inhibitor	3	2	·	-3	4	-3	0	0

Some of these compounds in order of their number in LEDGF integ inh, falling.
No.	Molecule	Rev-erbA mod	PG9 binder	UHRF1 binding	LEDGF integ inh	TCR-CD3 inh	mABHD4 FP	PRMT1 FP inh	MBD2 inh	HTRA1 inhibitor
11	CCOC(=O)C1(C)CCCCN1C(=O)c1ccccc1OC (stereo not given)	1	2.1	0	5	6	0	-3	4	·
10	N=c1sccn1CC(=O)Nc1cccc(S(N)(=O)=O)c1	9	-0.5	1	4	1	-2	2	2	2
15	CCN(c1ccccc1)S(=O)(=O)c1ccc(Cl)c(C(=O)N2CCCC2)c1	2	-1.3	1	0	4	-5	-1	1	0
9	O=C1OCC/C1=C\OCCCO/C=C1\CCOC1=O	-1	-1.2	-2	-2	0	3	-2	-2	3
13	COCCN1CCC(CNCc2c(C(=O)N3CCCCC3)nc3c(C)cccn23)C1 (stereo not given)	1	-0.3	2	-4	2	-2	5	3	4
14	O=C(Cn1c(=O)oc2ccccc21)Nc1n[nH]c(=S)s1	-2	1.6	1	-7	-4	0	21	-1	-3

Next section.
[17] Cc1coc2cc3oc(=O)c(CCC(=O)N4CCC(C(=O)O)(c5ccccc5)CC4)c(C)c3cc12
[18] O=C(CNC(=S)N(CCCN1CCOCC1)Cc1cccs1)NC1CC1
[19] CC(C)c1ccc(NC(=O)CSc2n[nH]c(=O)n2Cc2ccco2)cc1
[20] CCC(=O)Nc1ccc(NC(=O)CSc2nnc(-c3ccco3)n2C)cc1
[21] Cc1ccc(Cn2c(N3CCCCCC3)nc3c2c(=O)[nH]c(=O)n3C)cc1
[22] CNC(=O)c1cc2c(=O)n3cc(C)ccc3nc2n(C(C)C)c1=N
[23] CC1(c2nnnn2Cc2ccccc2)CCC(=O)N1CCOc1ccccc1 (stereo not given)
[24] COCCN(CCOC)C(=O)c1c[nH]c2ccc(S(=O)(=O)N(C)c3ccc(F)cc3)cc2c1=O
[25] CC(C)(C)c1nnc(NC(=S)Nc2ccccc2)s1
[26] O=C(CNC(=O)c1ccco1)OC(C(=O)c1ccccc1)c1ccccc1 (stereo not given)
[27] O=C(CN1CCN(c2ccccn2)CC1)Nc1ccccc1C(=O)Nc1ccccc1
compound no.	17	18	19	20	21	22	23	24	25	26	27
Rev-erbA mod	-1	-1	-2	3	8	-1	0	5	6	-3	6
PG9 binder	1.5	0.9	-1.1	0.3	-1.4	0.5	0.7	9.6*	-2.4	-1.3	-0.4
UHRF1 binding	-2	1	1	-2	2	1	4	1	3	-2	-1
rCAG RNA binder	4	-4	-2	-3	-3	0	1	8	14	-4	-7
LEDGF integ inh	4	-1	-3	-4	-1	3	2	1	-8	2	3
TCR-CD3 inh	2	-1	-6	-5	5	8	-3	0	-6	7	5
mABHD4 FP	-1	7	-6	0	3	8	-3	0	4	0	6
PRMT1 FP inh	-9	1	3	0	-1	0	6	1	0	-2	-2
MBD2 inh	-5	-3	3	-6	0	-4	6	4	4	3	0
HTRA1 inhibitor	-1	1	·	7	-5	5	·	0	-4	4	-13

A few values from the list:
UHRF1 binding with compound 16 stands at -2
Rev-erbA mod with compound 21 stands at 8

Some of the entries so far, with each value named:
24. COCCN(CCOC)C(=O)c1c[nH]c2ccc(S(=O)(=O)N(C)c3ccc(F)cc3)cc2c1=O
  Rev-erbA mod: 5
  PG9 binder: 9.6*
  UHRF1 binding: 1
  rCAG RNA binder: 8
  LEDGF integ inh: 1
  TCR-CD3 inh: 0
  mABHD4 FP: 0
  PRMT1 FP inh: 1
  MBD2 inh: 4
  HTRA1 inhibitor: 0
25. CC(C)(C)c1nnc(NC(=S)Nc2ccccc2)s1
  Rev-erbA mod: 6
  PG9 binder: -2.4
  UHRF1 binding: 3
  rCAG RNA binder: 14
  LEDGF integ inh: -8
  TCR-CD3 inh: -6
  mABHD4 FP: 4
  PRMT1 FP inh: 0
  MBD2 inh: 4
  HTRA1 inhibitor: -4
26. O=C(CNC(=O)c1ccco1)OC(C(=O)c1ccccc1)c1ccccc1 (stereo not given)
  Rev-erbA mod: -3
  PG9 binder: -1.3
  UHRF1 binding: -2
  rCAG RNA binder: -4
  LEDGF integ inh: 2
  TCR-CD3 inh: 7
  mABHD4 FP: 0
  PRMT1 FP inh: -2
  MBD2 inh: 3
  HTRA1 inhibitor: 4

Screens as filed in PubChem.

A portion of the library (hit frequency here may not be typical).
